Screens as filed in PubChem.
Arrestin-AP2 inh = human beta-arrestin and AP2 interaction inhibition; FITC-arrestin peptide / GST-AP2 beads, flow cytometry; AP2 beta2 appendage carries R879A mutation; inhibition, % at 10 µM; 340,000 tested, 0.31% active;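 active means inhibition above a set limit, near 3 SD of compounds lacking own fluorescence, cut at about 54% in these data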;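 further: plate controls were DMSO wells for no effect and 5 µM unlabelled arrestin peptide for full effect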
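Material – GST-tagged AP2 beta2-adaptin appendage (R879A) on 4 µm glutathione beads · Probe or stimulus – fluorescein-tagged arrestin peptide at 50 nM final · Timing – 12 min plus 1 h, RT · Detection – bead flow cytometry, FITC channel · Read-out basis – inhibition as reduced fluorescein signal on beads, percent · Medium – PBS plus Tween 20 (0.05%) and BSA (0.1%)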
PKA-R1A act = activators of PKA-R1A complex; P00514+P68181; PKA-R1A dissociation, Cy5-IP20 fluorescence polarization; scaled: DMSO 0%, 113 µM cGMP 100%; activation, % at 11.4 µM; 340,000 tested, 0.083% active; AID 504707;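 active means percent activation above the mean of all tested compounds plus 3 SD, cut at about 19% in these data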;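 further: higher means more PKAc released from R1A so a rise in polarization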
Tat export inh = inhibitors of E. coli Tat protein transport; E. coli MC4100 TorA-mCherry Tat export, fluorescence; inhibition, % at 10 µM; 340,000 tested, 0.036% active; AID 488895;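 active means mean replicate inhibition at least 50% and at least half of replicates individually reaching 50%; inconclusive means only one of the two criteria met; inactive means neither criterion met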;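 further: exported cargo escapes ClpAP degradation while cytoplasmic cargo is degraded and loses fluorescence; 0% = median of neutral control wells and 100% = median of NaSCN control wells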
Ecoli viability = reduces bacterial viability in AddAB counter-screen; 330,000 tested, 0.27% active; inhibition, % at 11.9 µM; E. coli V3065 growth, OD600 absorbance, 18 h; AID 449728;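 active means inhibition above the campaign's mean inhibition across all tested compounds plus 3 SD, cut at about 9.9% in these data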;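 further: uninfected addAB+ strain grown without phage in ampicillin broth; 0% = DMSO wells and 100% = ciprofloxacin 0.95 µg/ml wells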
PfHsp90 yeast 2 = inhibits growth of yeast expressing Plasmodium falciparum Hsp90; S. cerevisiae expressing PfHsp90, BacTiter-Glo ATP, 48 h; yeast lacking PDR1 and PDR3 efflux regulators; inhibition, % at 9.4 µM; 310,000 tested, 0.32% active;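 active means every replicate shows inhibition above about 80%, whatever the replicate mean, limit read from the data; inconclusive means mean inhibition reaches the set limit but some replicate falls short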;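 further: 0% = DMSO neutral controls and 100% = 20 µM radicicol positive controls; yeast relying on Plasmodium falciparum Hsp90 in place of its own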
AddAB inh = less growth of phage-infected E. coli with AddAB; E. coli expressing H. pylori AddAB, absorbance growth; inhibition, % at 11.9 µM; 330,000 tested, 0.29% active; AID 435030; in the data active means inhibition above about 12%;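 further: 0% = vehicle wells of infected cells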
OPRM1-OPRD1 inv = inverse agonists of human mu-delta opioid receptor heterodimerization. P35372+P41143. cell-based MOR-DOR heterodimer luminescence, inverse agonism. inhibition, % at 9.3 µM. 340,000 tested, 0.21% active. AID 504357; in the data active means inhibition above about 22%, passing the limit was not always enough;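 further: 0% = cells with DMSO and 100% = wells without cells with DMSO; values of inactives mirror those of a sister screen read the other way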
Target sequence (P35372 whole entry, looked up): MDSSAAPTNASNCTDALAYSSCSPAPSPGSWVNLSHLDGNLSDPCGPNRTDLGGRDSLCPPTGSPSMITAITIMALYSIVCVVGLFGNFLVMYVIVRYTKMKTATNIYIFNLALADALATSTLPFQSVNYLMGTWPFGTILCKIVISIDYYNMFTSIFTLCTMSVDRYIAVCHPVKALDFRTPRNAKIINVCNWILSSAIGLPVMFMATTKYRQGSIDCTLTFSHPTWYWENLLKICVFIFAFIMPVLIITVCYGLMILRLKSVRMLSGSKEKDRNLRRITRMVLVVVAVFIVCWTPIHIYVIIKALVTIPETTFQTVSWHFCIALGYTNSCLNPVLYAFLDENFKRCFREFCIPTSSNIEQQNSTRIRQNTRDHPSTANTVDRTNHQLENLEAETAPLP
Target sequence (P41143 whole entry, looked up): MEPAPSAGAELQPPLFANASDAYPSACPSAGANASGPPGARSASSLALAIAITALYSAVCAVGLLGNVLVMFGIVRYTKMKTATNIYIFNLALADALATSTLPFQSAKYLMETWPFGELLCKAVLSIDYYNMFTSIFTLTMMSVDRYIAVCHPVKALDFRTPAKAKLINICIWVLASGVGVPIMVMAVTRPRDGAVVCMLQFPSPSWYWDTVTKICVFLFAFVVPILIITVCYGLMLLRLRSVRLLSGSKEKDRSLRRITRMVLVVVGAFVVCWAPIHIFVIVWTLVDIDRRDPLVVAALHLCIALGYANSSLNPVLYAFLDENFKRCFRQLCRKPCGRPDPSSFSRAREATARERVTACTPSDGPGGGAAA
SUMO Mot1 rescue = blocks SUMOylation pathway, rescuing yeast Mot1-301 growth; S. cerevisiae Mot1-301 growth rescue, ATP luminescence, 38.5C; percent above DMSO median, 100 means doubled; growth rescue, % at 18.8 µM; 320,000 tested, 1% active;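 active means every valid replicate shows activation above 250% relative to neutral control wells; inactive means the rest, any valid replicate at or below 250%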;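 further: OY570 slx delta 5 strain wells were the positive control but not used for scaling; some compounds called inactive have numbers as strong as hits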
MOR-DOR ag = OPRM1-OPRD1 heterodimerization agonism. P35372+P41143. cells, luminescence. activation, % at 9.3 µM. 340,000 tested, 0.3% active; in the data active means activation above about 18%;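 further: 0% = vehicle-treated cells and 100% = reference agonist; values of inactives mirror those of a sister screen read the other way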
phage Ecoli inh = E. coli growth loss with phage present. AID 651602. 360,000 tested, 0.26% active. growth absorbance. inhibition, % at 11.9 µM; in the data active means inhibition above about 11%
Pemphigus Ab inh = human desmoglein-3 autoantibody binding inhibition; 310,000 tested, 0.48% active; DSG3-coupled beads, scFv-anti-DSG3-GFP binding, flow cytometry; stronger effect = lower value; AID 588358; binding (percent of control), % at 10 µM; P32926;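 active means binding more than 3 SD below its plate's average and above zero; inconclusive means below that plate limit but binding exactly zero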;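 further: hits lower antibody fragment binding to DSG3; some compounds called inactive have numbers as strong as hits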
* = called active by the depositor; ? = inconclusive; . = not tested or not shown.

Under each structure – OPRM1-OPRD1 inv, PfHsp90 yeast 2, MOR-DOR ag, Pemphigus Ab inh, SUMO Mot1 rescue, Tat export inh, Arrestin-AP2 inh, AddAB inh, Ecoli viability, phage Ecoli inh, PKA-R1A act
1	O=C(Nc1ccc(Cl)c(Cl)c1)c1ccc(Cn2c(=O)[nH]c3ccsc3c2=O)cc1
    -74, -132, 13, 66*, -6, 1, 15, -1.1, 1.6, 1.5, -7
2	Nc1ccccc1SC1CC(=O)N(c2ccccc2Cl)C1=O (stereo unspecified)
    11, -6, -2.1, 93, 11, -3, -3, 0.9, 1.6, 0.4, 4
3	CNC(=O)c1cc(S(=O)(=O)NCc2ccncc2)ccc1OC
    7, -18, -1.1, 108, -9, 0, 41, -1.9, -0.5, 2.6, -1
4	CC(=O)Nc1ccc(NC(=O)CSc2nnc(NC(=O)C3CC3)s2)cc1
    15, -1, -2.6, 105, 169, -2, -27, 4.5, 0.8, 0.6, 7
5	CC(C)CCNC(=O)c1nnc(Cc2ccc(Cl)cc2)o1
    -13, 26, 2.2, 106, -6, -4, 1, 2.0, 2.8, 3.1, -5
6	COc1ccccc1N1CCN(C(=O)c2nn(-c3ccccc3OC)c(=O)c3ccccc23)CC1
    4, -16, -0.6, 108, ., 0, 13, ., ., -1.0, 3
7	COc1cc2cc(C(=O)N3CCN(Cc4ccc5c(c4)OCO5)CC3)[nH]c2cc1OC
    -5, -10, 1.0, ., -14, -6, 34, 0.3, -0.2, 2.7, -19
8	CCn1c(SCc2nc3ccccc3s2)nnc1-c1cccs1
    -5, -9, 0.9, 104, 27, 4, 26, 2.5, 0.6, 0.9, -1
9	CN1C(=O)CC(N2CCC(c3nc4ccccc4s3)CC2)C1=O (stereo unspecified)
    9, 8, -1.4, 98, -1, -3, -3, 2.1, -1.2, 4.7, -1
10	COc1ccc(CCN(C)C(=O)c2ccc(OCC(=O)N3CCOCC3)c(OC)c2)cc1OC
    12, 9, -2.2, 101, 5, 2, 2, -3.2, -1.1, -0.1, 1
11	Cc1c(N=C2NN=C(c3c[nH]c4ccccc34)CS2)c(=O)n(-c2ccccc2)n1C
    9, -19, -1.6, 85*, 409, -11, 7, 5.0, 0.8, 3.0, -10
12	Cn1c(=O)oc2cc(S(=O)(=O)N3CCOCC3)ccc21
    12, -18, -2.0, 103, 116, -1, -19, 0.3, -1.9, 3.5, 2
13	C=CCn1c(Sc2nnc(C)s2)nc2c1c(=O)[nH]c(=O)n2C
    13, -19, -2.3, 99, 10, -1, 13, 2.3, -0.1, 3.7, 11
14	O=C(O)C1CC(c2ccccc2F)=NO1 (stereo unspecified)
    -12, -6, 2.2, 108, -8, 16, 12, 0.8, 1.2, 2.2, 7
15	COc1ccccc1-c1nnc2n1N=C(C(C)(C)C)CS2
    15, -11, -3.0, ., 5, -1, 2, 2.5, 2.5, 1.6, -12
16	c1ccc2c(c1)CC(CN1CCNCC1)O2 (stereo unspecified)
    15, 3, -3.0, 122, 244, -2, -4, ., ., 0.5, 4
17	COc1ccc(S(=O)(=O)N(C)c2nc3ccccc3n3c(CC(C)C)nnc23)cc1
    0, 7, 0.1, ., -7, 5, 27, 2.9, 0.1, 2.8, -4
18	COc1ccc(CNC(=O)C2(c3ccc(Cl)cc3)CC2)cc1
    -9, 8, 1.2, 92, -13, -2, 0, 1.4, -3.6, 3.4, -6
19	Cc1ccc(NC(=O)CSc2nnc(/N=C/N(C)C)s2)cc1
    11, -18, -2.4, ., ., 1, -3, 2.9, 1.3, 1.6, -1
20	COc1cc(OC)c2c(-c3cccc(-c4cccc(C)c4)c3)cc(=O)oc2c1
    18, 0, -3.7, 99, ., -7, 37, 0.9, 2.5, 0.6, -9
21	O=C(Nc1ccc2c(c1)CCC2)c1ccc(Br)o1
    -2, -16, 0.3, 114, 7, -4, 12, 2.9, -0.1, 2.6, -1
22	CCC1(CC)NC(=O)N(CC(=O)OCC(=O)c2cc(C)c(C)cc2C)C1=O
    18, 3, -3.7, 102, ., 3, -12, ., ., 1.3, -11
23	CCCCn1c(N)c(N(CCOC)C(=O)CSc2nnc(-c3ccco3)n2CC)c(=O)[nH]c1=O
    15, -6, -3.8, ., 12, 2, 1, 1.7, -0.6, 0.8, -7
24	COc1ccc(C2(C)NC(=O)N(CC(=O)N3CCc4ccccc43)C2=O)cc1OC (stereo unspecified)
    -2, -5, 0.5, ., -17, 0, -3, -1.6, -3.0, 1.6, -11
25	COc1cc2[nH]c(=S)nc(NCCc3ccc(C)cc3)c2cc1OC
    -28, 1, 3.9, 97, ., -3, -4, ., ., 5.0, -6
26	Cc1ccc(NC(=S)NCCSc2ccc(Cl)cc2)c(C)c1
    -19, -20, 3.7, ., -3, -7, 2, 5.7, 1.4, 3.5, 4
27	CS(=O)(=O)c1ccc(C(=O)OCC(=O)NC(=O)C2COc3ccccc3O2)cc1[N+](=O)[O-] (stereo unspecified)
    -9, -33, 2.1, 99, -3, -3, -7, 2.0, 0.4, 0.0, 6
28	N#CC1=C(N)OC2=C(CN(Cc3ccccc3)C/C2=C\c2cccnc2)C1c1cccnc1 (stereo unspecified)
    9, 11, -1.5, 103, ., -7, -18, 2.7, -0.1, 2.3, -7
29	CCOC(=O)c1cnc2ccc(Cl)cc2c1N1CCN(C)CC1
    12, -13, -2.2, 90, 616*, -3, -6, 1.1, 2.4, 0.1, 3
30	Cn1c(COc2ccc(Cl)cc2)nnc1SCc1ncc(-c2ccccc2)o1
    -1, ., 0.1, 104, 19, 10, 9, 1.0, -1.5, 1.6, -14
31	CC(=O)Nc1ccc(SCC(=O)c2ccc(Br)s2)cc1
    14, -3, -2.3, ., 7, 3, 26, 3.1, -1.3, -0.1, -11
32	CCOc1ccc(/C=N/OCC(=O)NC(c2ccccc2)c2ccccc2)cc1
    -3, -6, 0.8, 103, 0, -2, 4, 3.7, 2.8, 2.7, -23
33	O=C(NC(=S)Nc1cccnc1Cl)c1ccc(Cl)cc1
    5, 3, -0.9, 103, 7, 2, 6, 2.5, 1.3, 1.9, -4
34	Cc1ccc(CNC(=O)CN2CCN(c3ccc(F)cc3)CC2)cc1
    0, 27, -0.1, 107, 4, 15, 6, 0.0, -0.5, -2.0, -4
35	Cc1ccc(C(=O)O/N=C(\N)c2ccccn2)c(Cl)c1
    -21, 30, 4.4, 104, -38, -9, 17, -0.8, 2.5, 5.3, -6
36	CCCCOc1ccc(C(C)(O)CCN2CCOCC2)cc1 (stereo unspecified)
    8, -6, -1.9, ., 43, 1, -4, 4.0, -0.5, 1.4, -25
37	Cc1cc(-c2ccccc2)nc(N/N=C/c2ccc(N(C)C)cc2)n1
    0, -39, 0.0, 110, -28, 5, 7, 0.7, -1.2, 3.0, 4
38	CCC(C)[C@H]1CN=C(N)N1CCc1cc(C(F)(F)F)cc(C(F)(F)F)c1 (stereo partly specified)
    1, -27, -0.1, 104, -3, 6, ., 1.4, 1.0, 6.2, 5
39	CN(C)C(=S)SCC(=O)Nc1ccc(Cl)cc1Cl
    2, 1, -0.4, ., 18, -1, 4, 4.8, -1.1, -0.9, 8
40	CC1CCN(C(=O)Cn2c(=O)n(CCCC(=O)NCc3ccco3)c(=O)c3sccc32)CC1
    2, -1, -0.4, 107, 2, -3, 1, 0.4, -2.1, 0.6, -9
41	Cc1ccccc1CNC(=O)C(=O)NCCC1CCCCN1S(=O)(=O)c1ccccc1 (stereo unspecified)
    3, 0, -0.5, 125, 186, 8, -12, 2.9, -0.1, 0.2, -5
42	Cc1ccc(-n2nnnc2SCC(=O)N2CC(=O)Nc3ccccc32)cc1
    -2, -1, 0.4, 96, 1, -7, 8, 3.9, 0.8, 2.5, -2
43	O=C(c1ccccc1)C1N=NCC1c1ccc(Cl)cc1 (stereo unspecified)
    1, -27, -0.1, 91, ., 1, 8, ., ., 3.0, -5
44	Cc1cc(C)nc(N/N=C/c2ccccc2OCc2cccc(Br)c2)n1
    6, -44, -1.2, 80, 1, 1, 13, 2.1, -2.8, 9.7, -10
45	O=C(CC(C(=O)O)c1c[nH]c2ccccc12)c1ccccc1 (stereo unspecified)
    8, -44, -1.6, 104, -5, 0, -11, -0.3, -0.1, 4.0, 1
46	CC1(NC(=O)c2ccccc2)CCN(CCc2cccs2)C1=O (stereo unspecified)
    7, 21, -1.2, 107, -16, -5, -5, -2.1, -2.5, 0.5, -4
47	O=C(Nc1nc(-c2ccc([N+](=O)[O-])cc2)cs1)c1c(F)cccc1F
    -59, -9, 11, 94, ., 15, 0, 1.0, 0.6, 3.2, -9
48	CN(CC(=O)Nc1ccc(F)cc1)C(=O)c1cccc(S(=O)(=O)N2CCN(c3ccccc3)CC2)c1
    17, 2, -3.2, ., 3, 12, 1, -1.0, -1.4, 0.4, -9
49	COc1ccc(CNc2ncnc3cc(OC)c(OC)cc23)cc1
    -2, -8, 0.5, 94, 19, -15, -3, 4.2, -0.5, 2.5, 3
50	CCc1ccc2c(c1)cc(CN(Cc1ccco1)C(C)=O)c1nnnn12
    -9, -6, 1.7, 102, -11, ?, 8, 3.4, 0.5, 4.3, 3
51	O=C1CC(=O)N(Cc2cccs2)C(=O)N1
    10, -4, -1.6, 96, 454, 6, 7, 3.2, -2.3, 0.9, -6
52	Cc1sc2nc(CN3CCCC3)nc(N3CCN(C(=O)c4ccco4)CC3)c2c1C
    13, 16, -2.4, 104, 195, 6, 0, 0.1, -0.2, 1.5, 10
53	CC(=O)C1=C(O)C(=O)N(CCc2c[nH]c3ccccc23)C1c1ccccc1 (stereo unspecified)
    21, 2, -3.4, 87, 6, -2, -7, 1.3, -1.3, 2.0, -12
54	Cc1cc(=O)cc(C)n1-c1ccc2c(c1)nc(C)n2-c1ccccc1
    3, -8, -0.4, 100, 3, -5, 10, 3.0, 1.3, -0.2, 5
55	CCOC(=O)Cc1[nH]nc2c1C(Cc1ccccc1)C(C#N)=C(N)O2 (stereo unspecified)
    1, -11, -0.1, ., 7, -9, 1, 3.6, 2.2, -3.0, 5
56	CCOC(=O)c1cc[nH]c1CC(=O)NC
    10, 7, -2.0, 90, 2, 1, 4, 1.2, 4.2, 0.2, -2
57	CCOc1ccc(CN(C(=O)c2ccccn2)c2ccc(OC)c(Cl)c2)cc1
    14, 5, -2.2, 106, 120, 1, 25, 4.1, -2.5, -0.7, -1
58	COc1ccc(Cn2ccnc2)cc1Br
    5, 0, -1.0, 100, -10, 2, 12, 2.6, 0.8, -0.3, 20*
59	CC(C)C(=O)O/N=C(\N)c1ccc(Oc2ccc(Cl)cc2)c([N+](=O)[O-])c1
    -5, 12, 1.0, 114, -23, -5, 3, 0.9, 0.1, 4.3, -7
60	Cc1ccc(COc2ccccc2-c2cc(C(=O)N/N=C/c3cccnc3)[nH]n2)cc1
    -29, -85, 5.9, ., 28, 11, -1, 3.6, 0.1, 4.0, 8
